SUMO HTRF inh – inhibitors of in vitro SUMOylation cascade, primary screen, biochemical, HTRF, uHTS; SUMO-conjugating enzyme UBC9 (Homo sapiens), P63279; HTRF SUMOylation assay, SAE1/SAE2 + UBC9; inhibition, % at 35 µM; 290,000 compounds, 0.36% hits; in the data active means inhibition above about 50%, passing the limit was not always enough; further: strong numbers were not always called active
Target sequence (P63279 whole entry, looked up): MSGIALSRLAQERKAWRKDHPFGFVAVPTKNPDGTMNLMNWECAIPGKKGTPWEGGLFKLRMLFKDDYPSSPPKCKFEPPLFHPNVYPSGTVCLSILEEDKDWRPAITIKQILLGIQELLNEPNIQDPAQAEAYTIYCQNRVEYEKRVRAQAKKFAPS
GalR3 antagonist – GalR3 antagonists in HEK293 cells, primary screen, cell-based, fluorescence readout. inhibition, % at 3 µM. 360,000 compounds, 0.44% hits. HEK293 GalR3-CNG cAMP membrane potential fluorescence; galR3 body fused to GalR1 C-terminus. Galanin receptor type 3 (Homo sapiens), O60755;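 active means inhibition above the screen-wide average plus 3 SD, cut at about 13% in these data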;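 further: forskolin and galanin both at EC90 stimulate the cells; cAMP rise reported by CNG channel membrane potential dye signal; 0% = forskolin plus galanin with DMSO and 100% = forskolin alone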
Target sequence (O60755 1-299 limits assumed): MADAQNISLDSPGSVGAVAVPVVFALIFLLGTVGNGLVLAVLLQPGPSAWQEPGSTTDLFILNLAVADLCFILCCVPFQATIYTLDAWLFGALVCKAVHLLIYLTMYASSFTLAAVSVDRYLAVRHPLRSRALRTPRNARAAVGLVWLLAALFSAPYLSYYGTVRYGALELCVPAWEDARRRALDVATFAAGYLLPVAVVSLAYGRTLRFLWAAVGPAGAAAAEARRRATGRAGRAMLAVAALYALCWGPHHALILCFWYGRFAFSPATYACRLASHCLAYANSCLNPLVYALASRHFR
FID counter – compounds displacing fluorescent DNA intercalator, primary screen, artefact control for HCV NS3 helicase inhibitor project, biochemical, FID fluorescence | DNA fluorescent intercalator displacement | inhibition, % at 7.9 µM | 290,000 compounds, 0.17% hits | AID 1845, 2009; in the data active means inhibition above about 37%;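 further: 0% = vehicle and 100% = reference compound; higher means more ethidium bromide displaced from hairpin DNA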
NS3 helicase inh – inhibitors of HCV NS3 helicase, primary screen, biochemical, Cy5 molecular beacon fluorescence | Hepatitis C virus NS3 helicase | NS3 helicase DNA unwinding | inhibition, % at 10.9 µM | 290,000 compounds, 0.56% hits;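 active means inhibition above the mean of all tested compounds plus 3 SD, set per campaign, cut at about 35% in these data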;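 further: 0% = DMSO wells and 100% = thioflavine S control wells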
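Control set: DMSO versus 110 µM thioflavine S; Material: NS3 helicase fragment of HCV; Measured by: Cy5 fluorescence at 0 and 60 min, beacon hairpin quenching; Read-out basis: percent inhibition from t60/t0 fluorescence ratio; Times: reaction time 60 min, 25 °C; Repeats: single replicate; Compound dosing: single dose, 10.9 µM nominal final, DMSO 0.8% final.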
CRFR2-BP ag – agonists of CRF-BP/CRF-R2 complex, primary screen, cell-based, HEK293, calcium dye fluorescence, uHTS; CRF-binding protein / CRF receptor 2 complex (human); activation, % at 13.2 µM; calcium dye fluorescence (FLIPR); percent of saturating CRF peptide response; 350,000 compounds, 0.46% hits;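 active means activation of at least 50%, plus an integration ratio under a set limit after plate pattern correction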;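 further: plate controls were neutral control wells without compound for no effect and CRF at EC100 for full effect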
MEKK2 WT-MEK5 – modulators of MEK5 binding to wildtype MEKK2, primary screen, biochemical, multiplex bead flow cytometry, Alexa488-MEK5; Mitogen-activated protein kinase kinase kinase 2 (Homo sapiens), Q9Y2U5; Alexa488-MEK5 binding to MEKK2 WT; actives lie on both sides; binding response (% of control), % at 10 µM; 290,000 compounds, 1.1% hits; in the data active means binding response below about 67% or above about 130%
CRFBP-R2 block – antagonists of CRF-BP/CRF-R2 complex, primary screen, cell-based, HEK293, calcium dye fluorescence, uHTS. inhibition, % at 11.8 µM. 350,000 compounds, 0.59% hits. CRF-induced calcium fluorescence;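 active means inhibition of the ligand-induced calcium signal above about 50% at the single tested concentration, limit read from the data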
MEKK2 mut-MEK5 – MEK5 binding signal on mutant MEKK2 PB1, primary screen, biochemical, multiplex bead flow cytometry, Alexa488-MEK5. Alexa488-MEK5 binding to MEKK2 mutant. percent response, % at 10 µM. 290,000 compounds, 0.35% hits. AID 1530, 2009; in the data active means percent response above about 24%, passing the limit was not always enough; further: inactives centre near 1; some results filed as inactive read as strong as hits
MEKK3 PB1 HTS – modulators of MEKK3-MEK5 PB1 binding, primary screen, biochemical, wildtype MEKK3, multiplex bead flow cytometry, Alexa488-MEK5. Mitogen-activated protein kinase kinase kinase 3 (Homo sapiens), Q99759. bead-based flow cytometry, Alexa488-MEK5 binding to MEKK3; actives lie on both sides; 0 = blocked by unlabeled MEK5, 100 = vehicle. binding response (% of control), % at 10 µM. 290,000 compounds, 1.4% hits. AID 1529, 2009;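 active means binding response more than 3 SD above or below the average of its plate-row segment, actives on both sides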;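 further: Alexa488 bead fluorescence after subtracting the streptavidin-only scavenger bead signal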
Target sequence (Q99759 whole entry, looked up): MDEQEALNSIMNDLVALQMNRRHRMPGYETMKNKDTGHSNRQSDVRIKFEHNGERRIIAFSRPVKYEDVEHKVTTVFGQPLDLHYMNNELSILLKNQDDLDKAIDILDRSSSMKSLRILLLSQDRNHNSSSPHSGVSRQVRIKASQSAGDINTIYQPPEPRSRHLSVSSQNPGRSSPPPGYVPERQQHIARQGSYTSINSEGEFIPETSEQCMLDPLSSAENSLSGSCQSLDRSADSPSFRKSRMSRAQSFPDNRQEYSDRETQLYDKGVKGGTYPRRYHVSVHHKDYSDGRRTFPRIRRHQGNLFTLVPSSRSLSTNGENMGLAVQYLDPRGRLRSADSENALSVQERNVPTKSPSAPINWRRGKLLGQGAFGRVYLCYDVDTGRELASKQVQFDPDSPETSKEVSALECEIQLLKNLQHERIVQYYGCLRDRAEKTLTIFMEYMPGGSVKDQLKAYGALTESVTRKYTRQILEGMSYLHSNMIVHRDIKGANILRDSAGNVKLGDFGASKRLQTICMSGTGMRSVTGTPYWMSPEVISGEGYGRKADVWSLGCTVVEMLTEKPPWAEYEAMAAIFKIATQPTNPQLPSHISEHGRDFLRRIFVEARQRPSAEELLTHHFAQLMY
Numbers without * were called inactive; / = no result given; [ ] = remark or other dose. An excerpt; rates above refer to the full screens.

canonical_smiles	MEKK2 mut-MEK5	NS3 helicase inh	CRFBP-R2 block	MEKK2 WT-MEK5	FID counter	GalR3 antagonist	SUMO HTRF inh	MEKK3 PB1 HTS	CRFR2-BP ag
C#CC(C)(C)NC(=O)c1ccc(-c2ccccc2F)cc1	2	-6	-8	95	-7	-1	1	103	0.5
Cc1cccc2sc(N(CCCN(C)C)C(=O)c3ccc4ncsc4c3)nc12	7	-83	-12	112	29	-10	20	98	-0.4
COc1ccc(NC(=O)CNC(=O)C2CCCCC2)cc1	2	-1	-26	101	-10	-5	-4	97	-0.5
COc1cc(Br)c(CC(=O)NC2CC2)cc1OC	2	12	4	102	-7	-6	0	100	-0.9
Cc1nc(-c2cc(C#N)c(=O)[nH]c2C)cs1	-19	-3	-2	98	-3	6	21	88	0.7
Cc1cccc(C)c1NC(=O)CSc1ncnc2nc[nH]c12	-1	4	-3	97	-4	0	9	90	1.4
CCCCOc1ccc(-c2nnc(-c3cc[n+](C)cc3)o2)cc1	-7	-14	-11	95	21	-5	28	100	0.9
CC(C)(C)c1ccc(C(=O)NCC(=O)N2CCCCCC2)cc1	-1	5	-6	97	-34	-10	-8	99	-0.9
O=C(CCC(=O)N(CC(=O)NC1CCCC1)c1cccc(F)c1)Nc1nccs1	0	8	-3	94	-40	-9	-13	95	-1.1
CC(C)c1ccc(OCC(=O)N2CCN(C(=O)c3ccco3)CC2)cc1	2	2	-2	104	-42	-1	3	100	0.0
CN1CCN(Cc2nc3cc(NC(=O)COc4ccc([N+](=O)[O-])cc4)ccc3n2C)CC1	8	17	12	109	28	4	-1	103	-0.7
Cc1cccc(NC(=O)CSc2cn[nH]n2)c1	4	28	-2	95	-12	-8	-16	98	0.1
CC(C)[C@H](NC(N)=O)C(=O)Nc1ccc2c(c1)CCC2	6	2	11	112	-2	2	10	110	-0.3
Cn1cc(C=C2C(=O)OC3(CCCCC3)OC2=O)c2ccccc21	-16	11	-9	89	-8	-1	-2	85	4.1
Cc1ccc(O)c(NC(=S)NC(=O)/C=C/c2ccccc2)c1	3	5	2	107	-7	-1	15	108	-1.0
COC(=O)c1c(-c2ccc(OC)cc2)oc2ccccc12	-5	-21	8	94	-17	-4	13	98	-1.8
CCn1nc(C)cc1C(=O)N1CCc2c([nH]c3ccccc23)C1c1cc(F)ccc1F (centres undefined)	-4	-8	4	94	-32	-2	9	100	-0.1
COc1ccccc1N1CCN(S(=O)(=O)CC23CCC(CC2=O)C3(C)C)CC1 (centres undefined)	4	-4	-9	106	-19	1	-5	107	0.9
CCN(CC(=O)NC1CCS(=O)(=O)C1)c1nc(-c2ccccc2)nc2ccccc12 (centres undefined)	2	7	-6	102	-7	1	7	99	0.6
CCOc1ccc(-n2ccnc2SCC(=O)Nc2cc(C)on2)cc1	-11	0	17	93	-9	-1	10	101	-2.7
Cc1ccc(S(=O)(=O)N2CCCN(S(=O)(=O)c3ccc(C)c(C)c3)CC2)cc1C	/	13	-41	/	-4	-5	2	/	13
Cn1c(CSCc2ccc(F)cc2)n[nH]c1=S	-2	6	5	92	-5	-5	12	95	-0.1
CCOC(=O)CCCCC(=O)NC(CO)C(=O)NC (centres undefined)	0	7	0	107	0	7	12	108	2.2
c1ccc(OCc2ccc(CCCN3CCOCC3)cc2)cc1	-4	-10	0	102	5	-6	10	100	2.1
CCCSc1nc(C)c2cc(C)cc(C)c2n1	2	10	-13	106	-17	-1	22	113	-0.6
CC12CCC(=O)N1C(C(=O)OCC(=O)Nc1cccc(Br)c1)CS2 (centres undefined)	-2	-3	-7	101	-9	3	6	104	5.7
CCOP(=O)(OCC)/C(=N/OC(=O)c1ccccc1C)C(N)=O	-5	2	-2	85	-3	-8	6	83	-0.7
CNC(=S)NNC(=O)CNc1ccc(C)c(Cl)c1	-2	-1	4	92	-15	-1	7	82	0.4
O=C(Cc1ccc(Cl)cc1)N1CCOCC1	1	13	-2	102	-1	-7	4	102	9.7
CCCn1nc(NC(=O)C2CCCO2)c2cc3ccc(C)cc3nc21 (centres undefined)	4	-6	-3	106	-24	0	17	103	1.2
CCOC(=O)c1cnc2ccccc2c1NCCc1ccc(OC)c(OC)c1	3	-2	-5	96	0	-2	-1	95	-0.2
O=C(COc1ccc(Cl)cc1)Nc1nc(-c2ccc(S(=O)(=O)N3CCOCC3)cc2)cs1	-8	1	-12	86	-4	-7	-112	95	6.1
CCOC(=O)NC(Nc1ncccn1)(C(F)(F)F)C(F)(F)F	4	17	-37	102	-9	-6	30	104	2.2
Cc1ccc2cc(C#N)c(SCC(=O)NCC3CCCO3)nc2c1 (centres undefined)	-3	3	-4	99	-2	-5	23	97	-2.2
CCOC(=O)c1sc(NC(=O)COC(=O)C(CCSC)NC(C)=O)nc1C (centres undefined)	-2	-2	-20	78	-3	2	13	61*[inhibitor]	2.4
Cc1cc(NC(=O)CSc2ccc(-c3cccc([N+](=O)[O-])c3)nn2)no1	-1	6	22	106	-8	4	4	111	-0.8
N#CC(c1ccccn1)c1ncc(C(F)(F)F)cc1Cl (centres undefined)	0	2	-2	95	0	1	-13	98	-1.5
O=C(CSC1=NNC(c2ccccn2)S1)Nc1ccccc1 (centres undefined)	-2	2	1	101	-1	-6	-138	98	0.2
COC(=O)C[C@H]1c2cc(C(F)(F)F)ccc2S(=O)(=O)N1C1CCCC1	3	/	-2	103	/	-4	/	104	-1.3
Cc1ccccc1N(CC(=O)NCc1ccco1)C(=O)CNS(=O)(=O)c1ccc(F)cc1	-4	15	-2	96	-22	-9	-1	97	0.3
N#Cc1cccc(NC(=O)COC(=O)c2ccccc2Sc2ccccc2C#N)c1	5	-5	8	103	-3	-2	6	102	2.5
C=CCN(CC=C)C(=O)C[n+]1ccc(C(N)=O)cc1	7	-3	12	105	1	-1	5	105	-2.2
COc1cc(CNC(=O)c2nc(Cn3nc(C)c(Br)c3C)no2)cc(OC)c1	-4	-13	12	99	-26	-3	4	99	-4.4
CCn1c(=O)n(CC(=O)NCc2ccco2)c(=O)c2ccccc21	3	1	7	102	3	-3	25	100	-0.3
COc1ccc(S(=O)(=O)Cc2ccc(C(=O)NC3CCC(C)CC3)o2)cc1 (centres undefined)	5	-4	-34	101	-35	-6	12	102	-2.6
CS(=O)(=O)NNC(=O)Cn1nnc(-c2cc(C(F)(F)F)cc(C(F)(F)F)c2)n1	1	4	-11	97	-7	-3	-18	98	0.9
COC(=O)CNC(=O)c1ccc2c(c1)S(=O)(=O)c1ccccc1C2=O	11	4	13	100	2	-3	38	97	-3.7
CNC(=O)CSc1nnc(-c2ccccc2)n1C	-6	-7	1	102	4	-4	-7	102	1.1

In a second layout: results already given
The line under a structure holds: MEKK2 mut-MEK5 | NS3 helicase inh | CRFBP-R2 block | MEKK2 WT-MEK5 | FID counter | GalR3 antagonist | SUMO HTRF inh | MEKK3 PB1 HTS | CRFR2-BP ag
COc1ccc(S(=O)(=O)Cc2ccc(C(=O)NC3CCC(C)CC3)o2)cc1 (centres undefined)
 : 5 | -4 | -34 | 101 | -35 | -6 | 12 | 102 | -2.6
CS(=O)(=O)NNC(=O)Cn1nnc(-c2cc(C(F)(F)F)cc(C(F)(F)F)c2)n1
 : 1 | 4 | -11 | 97 | -7 | -3 | -18 | 98 | 0.9
COC(=O)CNC(=O)c1ccc2c(c1)S(=O)(=O)c1ccccc1C2=O
 : 11 | 4 | 13 | 100 | 2 | -3 | 38 | 97 | -3.7
CNC(=O)CSc1nnc(-c2ccccc2)n1C
 : -6 | -7 | 1 | 102 | 4 | -4 | -7 | 102 | 1.1

Going on with the list.
canonical_smiles	MEKK2 mut-MEK5	NS3 helicase inh	CRFBP-R2 block	MEKK2 WT-MEK5	FID counter	GalR3 antagonist	SUMO HTRF inh	MEKK3 PB1 HTS	CRFR2-BP ag
O=C(O)CCc1ccc(-c2cccs2)n1NC(=O)c1cccs1	5	8	5	109	-4	-4	19	106	-1.0
CCN1CCN(CC(=O)N2N=C(c3cccs3)CC2c2ccc(OC)c(OC)c2)C(=O)C1=O (centres undefined)	-27	-17	6	71	-33	1	2	67	0.1
CCN(CC(=O)Nc1sc2c(c1C#N)CCC(C)C2)Cc1nc2ccccc2c(=O)[nH]1 (centres undefined)	/	7	-13	/	-3	-5	-38	/	1.9
Oc1cccc(C(=S)N2CCN(Cc3ccccc3)CC2)c1	-3	12	-27	98	-5	-5	0	104	1.4
Cc1nnc(SCC(=O)Nc2ccc3c(c2)OCCO3)s1	4	-4	3	98	-2	-4	-4	102	-0.6
CN(C)/C=C1/NC(=S)NC1=O	-12	-4	7	74	9	1	-2	84	3.7
Cc1c(NC(=S)N/N=C/C=C/c2ccc([N+](=O)[O-])cc2)c(=O)n(-c2ccccc2)n1C	-2	-12	15	87	-21	2	26	88	5.6
Cc1[nH]nc(-c2ccc(OCc3cnn(-c4ccccc4)c3)c(C)c2O)c1Oc1ccccc1	7	3	-15	111	1	3	18	108	5.9
CCC1(c2ccccc2)NC(=O)N(CC(=O)Nc2ccc(OC)nc2)C1=O (centres undefined)	1	-1	-62	105	-14	1	14	102	93*
CCC(C)C(Nc1ncnc2scc(-c3ccccc3)c12)C(=O)O (centres undefined)	5	10	18	111	-35	1	22	116	-0.5
O=C(CCC1CCN(Cc2ccc(Cl)cc2)CC1)NC1CC1	11	36*	-5	107	-2	-7	-5	108	-0.5
CCOC(=O)N1CCC(Nc2cccc(SC)c2)CC1	-7	7	13	93	-10	-7	16	86	0.0
COC(C[C@@H](O)CC(=O)COCc1ccccc1)OC	4	/	0	95	/	-3	23	96	-1.7
COCCCN(Cc1ccco1)C(=O)CSc1nc2ncccc2[nH]1	4	8	4	104	-11	-7	9	105	-1.3
CCc1ccc(-c2cc(C)no2)cc1S(=O)(=O)NCc1ccc(OC)c(OC)c1	3	-2	3	105	-36	-1	12	102	-1.2
COc1ccc2c(c1)c(CC(=O)OCC(N)=O)c(C)n2C(=O)c1ccc(Cl)cc1	15	-20	-10	111	-5	-7	-9	117	-0.2
COc1ccc(NC(=O)C2CCCN2C(=O)Oc2ccccc2)cc1 (centres undefined)	-2	0	3	94	3	-2	2	93	-0.8
COC(=O)c1ccc(NCC(=O)Nc2cc(C)cc(C)c2)cc1	22	10	18	116	-12	-3	-18	122	-1.6
Cc1ccc(SCc2ccc(C(=O)Nc3ccccc3Br)cc2)cc1	-1	17	-93	92	5	4	-2	93	74*
COC(=O)CC1C(=O)NCCN1C(=O)CSc1nc2cc(Cl)ccc2o1 (centres undefined)	-12	2	-2	93	-7	2	1	96	-0.2
CSc1ccc(CN(C)C(C)C(=O)Nc2ccc(F)c(F)c2F)cc1 (centres undefined)	-15	-14	21	88	0	-5	-5	97	-2.0

Assay outcomes (PubChem)
